# Screening data deposited in PubChem by The Scripps Research Institute Molecular Screening Center.
# CHO parental Ca – counter-screen: ATP calcium response change in parental CHO cells. 0.63% of 330,000 active. parental CHO-K1, ATP-induced calcium, Fluo-8 fluorescence. inhibition, % at 5.6 µM;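 active means inhibition above that plate's mean sample inhibition plus 3 SD, cut at about 26% in these data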;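 further: 0% = ATP-challenged DMSO wells and 100% = DMSO wells without ATP; some compounds past the cut are filed as inactive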
#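 Material: Parental CHO cells | Reagent: ATP | Compound dosing: Single nominal dose of 5.6 µM per compound | Detection: Intracellular calcium via Fluo-8 no-wash fluorescent dye | Read-out: % inhibition of ATP-induced calcium mobilization | Benchmarks: Low control ATP plus DMSO, high control DMSO only | Replicates: Singlicate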
# V1aR counter – counter-screen for oxytocin receptor agonists: human V1a receptor agonists; CHO-V1R cells, Fluo-8 calcium fluorescence, agonist mode; 0% DMSO, 100% 3 nM vasopressin; AID 2797; 0.25% of 320,000 active; activation, % at 3 µM;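 active means activation above the mean activation of all tested compounds plus 3 SD, per screening run, cut at about 20% in these data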;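 further: signal is peak over basal fluorescence ratio across a 100 second FLIPR read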
# M1 antag – human CHRM1 antagonism; CHO-K1 hM1, Fluo-8 calcium fluorescence, ACh EC80 antagonist; inhibition, % at 3 µM; 1.3% of 360,000 active; P11229;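 active means percent inhibition above its own plate's cutoff, namely the mean of that plate's compound wells plus 3 SD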;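 further: peak over basal fluorescence ratio during 140 s after agonist addition; 0% = ACh EC80 plus DMSO and 100% = DMSO alone without agonist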
# OXTR agonist – agonists of human oxytocin receptor | P30559 | activation, % at 3 µM | 0.32% of 320,000 active | CHO-OTR cells, Fluo-8 calcium fluorescence; normalized: DMSO 0%, oxytocin 100%;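 active means activation above the mean of all tested compounds plus 3 SD, cutoff set per screening run, cut at about 20% in these data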;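 further: peak over basal fluorescence ratio from a 100 s FLIPR kinetic read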
# Target sequence (P30559 whole entry, looked up): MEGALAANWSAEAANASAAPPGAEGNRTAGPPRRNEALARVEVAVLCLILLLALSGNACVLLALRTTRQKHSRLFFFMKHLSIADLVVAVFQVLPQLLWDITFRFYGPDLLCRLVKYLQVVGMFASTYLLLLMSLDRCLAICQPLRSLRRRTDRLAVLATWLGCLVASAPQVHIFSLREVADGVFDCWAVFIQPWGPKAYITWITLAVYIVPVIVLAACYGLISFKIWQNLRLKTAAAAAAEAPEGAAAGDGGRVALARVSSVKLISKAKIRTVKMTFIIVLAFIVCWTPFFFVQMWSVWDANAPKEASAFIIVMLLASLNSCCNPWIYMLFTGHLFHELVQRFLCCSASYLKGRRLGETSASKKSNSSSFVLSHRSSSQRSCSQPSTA
# M1 PAM – potentiates human M1 receptor response to acetylcholine | activation, % at 3 µM | CHO-K1 hM1, Fluo-8 calcium fluorescence, ACh EC20; 0% = ACh EC20, 100% = maximal ACh | AID 588819 | 0.088% of 360,000 active | P11229; in the data active means activation above about 19%, passing the limit was not always enough
# TAAR1 agonist – agonists of human TAAR1; Q96RJ0; CHO RD-HGA16 TAAR1, Fluo-8 calcium fluorescence; vehicle wells 0%, saturating PEA agonist 100%; activation, % at 3 µM; 0.99% of 360,000 active;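 active means activation above the mean activation of all test compounds in the run plus 3 SD, cut at about 38% in these data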
# Target sequence (Q96RJ0 whole entry, looked up): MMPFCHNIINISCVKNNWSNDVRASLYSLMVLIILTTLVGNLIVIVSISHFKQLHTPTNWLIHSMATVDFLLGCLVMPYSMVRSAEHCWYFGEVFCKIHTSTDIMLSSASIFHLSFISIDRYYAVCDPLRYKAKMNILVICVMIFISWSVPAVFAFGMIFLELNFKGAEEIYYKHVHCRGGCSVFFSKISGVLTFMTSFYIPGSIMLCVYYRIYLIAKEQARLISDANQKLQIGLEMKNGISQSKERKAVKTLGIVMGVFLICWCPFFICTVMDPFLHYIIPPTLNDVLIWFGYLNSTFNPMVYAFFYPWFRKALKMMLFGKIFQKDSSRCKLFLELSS
#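 Assay system: CHO-derived RD-HGA16 cells with stable Gα16 and human TAAR1; timing: 17-24 h seeding, 75 min 37 °C dye, 30 min RT; read-out: % activation from peak over basal fluorescence ratio, DMSO-to-PEA scaled; measured by: kinetic Fluo-8 calcium fluorescence; benchmarks: low control DMSO, high control PEA (EC100); doses: 3 µM single concentration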
# TAAR1 antag – antagonists of human TAAR1; CHO RD-HGA16 TAAR1, Fluo-8 calcium fluorescence, antagonist; inhibition, % at 3 µM; 1.5% of 360,000 active;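 active means inhibition above a per-plate cutoff, the mean inhibition of test compounds on that plate plus 3 SD, cut at about 49% in these data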;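 further: 0% = DMSO plus EC80 beta-PEA response and 100% = DMSO alone without agonist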
#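 System: CHO RD-HGA16 cells bearing hTAAR1. Reagent: EC80 β-phenethylamine stimulus. Schedule: seeding 17-24 h prior, 75-min 37 °C, 30-min RT dye loading. Signal: Fluo-8 intracellular calcium dye fluorescence, real-time kinetic reads. Read-out: % inhibition from peak post-agonist over basal fluorescence ratio. Benchmarks: vehicle wells and EC80 agonist wells. Replicates: n of 1.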
# OXTR potentiator – potentiators of human oxytocin receptor; AID 2445; P30559; activation, % at 3 µM; CHO-OTR cells, Fluo-8 calcium fluorescence, potentiator mode; 0% = oxytocin EC15, 100% = EC100; 0.061% of 320,000 active;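 active means activation above that plate's cutoff, the mean activation of tested compounds plus 3 SD, cut at about 6.6% in these data, passing the limit was not always enough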;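 further: 100% uses oxytocin at 75 nM as the full agonist control; some results filed as inactive read as strong as hits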
#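 Measured by – Fluo-8 calcium dye fluorescence · Test system – human OTR in CHO cells · Dosing – one concentration, 3.0 µM compound · Controls – EC15 oxytocin alone as 0%, 75 nM oxytocin as 100% · Evaluation – normalized max/min fluorescence ratio, % activation · Timing – 6 min pre-incubation, 100 s read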
# CHRM1 agonist – activates human CHRM1 receptor; P11229; CHO-K1 hM1, Fluo-8 calcium fluorescence, agonist mode; 0% DMSO, 100% acetylcholine EC100; activation, % at 3 µM; 0.33% of 360,000 active; AID 588814;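 active means activation above the run's mean compound activation plus 3 SD, cut at about 16% in these data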;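 further: peak over basal fluorescence ratio within a 140 s kinetic read after compound addition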
# The depositor's hits bear a star; . = not tested or not shown; & = joins results of further samples.
# Values in the order: CHO parental Ca | V1aR counter | M1 antag | OXTR agonist | M1 PAM | TAAR1 agonist | TAAR1 antag | OXTR potentiator | CHRM1 agonist
CCC(=O)NC(NC(=S)Nc1cccc2cccnc12)C(Cl)(Cl)Cl (stereo not given)
  -9.4 | 0.1 | -12.6 | 1.1 | 9.8 | 2.5 | -6.9 | -6.2 | -1.2
Cc1ccc(C(c2sc3nc(C)nn3c2O)N2CCOCC2)cc1 (stereo not given)
  -10.8 | 0.7 | -17.8 | -1.1 | 2.7 | 9.7 | -15.9 | -10.4 | -4.7
COCC(=O)Nc1cc(OC)c(Cl)cc1OC
  -11.2 | -0.8 | -0.9 | -2.6 | 6.0 | -2.7 | 0.7 | -8.9 | -3.6
O=C(CSc1nc2[nH]c(=O)cc(O)c2s1)Nc1ccc(Cl)c(C(F)(F)F)c1
  -9.7 | 0.3 | 2.6 | 1.8 | 2.6 | -0.7 | -8.3 | 1.9 | -5.3
O=C(CSc1nnc(NC(=O)C2CC(=O)N(c3ccccc3)C2)s1)NCc1ccco1 (stereo not given)
  -11.2 | -0.4 | -5.7 | 0.7 | 16.3 | 9.1 | -18.8 | -1.2 | -3.7
Cc1cc(Cl)c(OCCCSc2nc(C)cc(=O)[nH]2)c(Br)c1
  -18.9 | -0.7 | -9.3 | 0.4 | 7.9 | 7.9 | 33.3 | -8.6 | -2.9
Cc1ccccc1N1C(=O)c2ccccc2N2C(=O)c3ccccc3C12 (stereo not given)
  -1.7 | -0.5 | -3.5 | -1.6 | -3.7 | -1.1 | -11.4 | -3.4 | -3.1
O=C(CSc1ncccc1C(=O)O)Nc1ccc2c(c1)OCCO2
  -14.2 | 0.4 | 5.6 | 1.5 | 1.5 | -0.7 | -14.8 | 11.4 | -2.7
CN1CCN(CCCCOc2ccccc2-c2ccccc2)CC1
  -9.4 | 0.8 | -6.3 | 0.8 | 9.1 | 1.0 | -5.8 | -1.1 | -10.5
C=CCOc1ccccc1/C=C/C(=O)O
  -2.5 | 0.6 | -0.4 | 0.3 | 1.8 | 1.0 | 15.2 | 1.0 | -4.3
O=c1[nH]c(=S)[nH]cc1S(=O)(=O)c1cccc(Cl)c1
  . | . | -0.7 | . | 1.7 | 3.5 | 3.6 | . | -2.9
CCc1ccccc1NC(=S)NNC(=O)c1ccccc1Cl
  3.4 | 0.3 | -0.9 | 0.5 | 3.4 | -0.2 | 23.0 | -5.7 | -0.7
CCCCCSc1nc2c(c(=O)[nH]c(=O)n2C)n1C
  -16.7 | -1.4 | -2.8 | -0.9 | 1.1 | -3.2 | -27.1 | 2.2 | -8.6
O=C(CSc1nc2cc([N+](=O)[O-])ccc2n1-c1ccccc1)NCc1ccc2c(c1)OCO2
  -13.7 | -0.5 | -7.1 | -1.1 | 3.6 | 5.7 | 7.9 | 0.1 | -8.3
O=C(CSc1nnc(NC(=O)c2ccc(F)cc2)s1)NC1CCCC1
  1.0 | 2.5 | -0.4 | 0.3 | 4.5 | -0.5 | -3.7 | -10.1 | -2.0
COC(CNC(=O)C1CCN(S(=O)(=O)c2cccc3nsnc23)CC1)OC
  1.3 | 0.3 | -8.2 | 0.7 | 8.7 | 2.5 | -19.0 | -1.1 | -2.7
Cc1ccc(OCC(=O)N/N=C/C=C/c2ccco2)cc1C
  -15.9 | -1.0 | 0.3 | -1.1 | -0.7 | 5.9 | -4.6 | -8.8 | -4.6
COC(=O)C1=C(C(=O)OC)[C@@H]2N(Cc3ccccc3)c3ccccc3[C@@]23C[C@@H](C(=O)OC)N(C(=O)C2CCC2)C3=N1
  -16.3 | -0.1 | . | -1.4 | . | . | . | -5.0 | .
COc1ccccc1CNC(=O)C(CCSC)NC(=O)c1cccc(S(=O)(=O)N2CCOCC2)c1 (stereo not given)
  -10.3 | -0.3 | -9.9 | -0.6 | 1.0 | 2.9 | 8.9 | -4.4 | -5.4
COc1ccc2c(c1)C(=O)OC2CC(=O)O (stereo not given)
  -4.8 | 1.2 | -3.7 | 1.4 | 3.4 | -0.5 | 4.5 | -10.5 | -2.4
COc1cc(C(=O)N2CCN(Cc3ccc4c(c3)OCO4)CC2)cc(OC)c1OC
  -13.7 | 0.1 | -14.5 | -1.4 | 5.7 | -0.2 | -5.6 | 4.9 | -2.7
CCN1CCN(C(=O)c2ccc3c(=O)n(C4CCCC4)c(=S)[nH]c3c2)CC1
  -12.1 | 2.6 | -4.0 | 3.0 | 6.0 | 7.9 | -1.6 | 0.1 | -4.3
CCOC(=O)C1=NOC2C(=O)N(c3ccc(Cl)cc3Cl)C(=O)C12 (stereo not given)
  -8.8 | 0.6 | -0.1 | 1.2 | 4.7 | 9.8 | 6.2 | 0.1 | 2.2
CCOC(=O)C1=C(C)Nc2ncnn2C1c1ccc(N(C)C)cc1 (stereo not given)
  6.0 | 0.6 | 0.6&-6.2 | -0.2 | 4.2&-3.8 | -0.2&2.5 | -18.7&-7.2 | -6.7 | -7.4&-9.6
CC(C)C(NS(=O)(=O)c1ccc2c(c1)oc(=O)n2C)C(=O)N1CCN(C2CCCCC2)CC1 (stereo not given)
  -12.1 | -0.2 | -18.4 | 0.6 | 9.6 | . | . | -6.8 | -10.1
C=CCNc1nc2cc(-c3ccc(C(=O)N4CCOCC4)cc3)sc2c(=O)n1C
  . | . | -10.2 | . | 4.3 | 3.8 | -14.6 | . | -1.2
CCCNC(=O)CCn1c(=S)oc2ccccc21
  2.9 | -0.7 | -15.5 | 0.5 | 11.2 | 2.0 | -10.4 | -2.9 | -2.4
N#Cc1nc(COc2ccccc2F)oc1NCc1ccc(F)cc1
  -3.3 | -0.2 | -2.7 | 0.2 | -1.3 | -1.2 | 26.0 | -8.4 | -4.1
Cc1cc(NC(=O)c2cccc(S(=O)(=O)N3CC(c4ccccc4)CC3=O)c2)no1 (stereo not given)
  -9.8 | 2.8 | -6.6 | 0.6 | -1.6 | 0.9 | -15.0 | -14.1 | -1.5
CC1CC(=O)Nc2ccccc2N1C(=O)Cn1cnc2ccc(Br)cc2c1=O (stereo not given)
  . | . | 9.8 | . | -4.0 | 1.2 | -18.0 | . | 0.7
CCN(C(=S)Nc1cccnc1)c1cccc2ccccc12
  -9.8 | -1.0 | -9.6 | -0.9 | 11.2 | 14.6 | 7.9 | -5.1 | -2.3
COc1ccc(C(=O)N2CCC3(CC2)NCCc2[nH]cnc23)cc1OC
  -3.2 | 0.1 | -5.1 | -0.3 | 13.3 | 1.1 | -9.3 | -5.0 | 0.3
COc1ccc(CCC(=O)N2CCN(S(=O)(=O)c3ccc(C)cc3)CC2)cc1
  -13.9 | 1.3 | -5.5 | 1.2 | 4.5 | 7.7 | -24.4 | 3.1 | -5.1
Cc1c(C)c2c(C)nn(-c3ccccc3)c2[nH]c1=O
  -13.1 | -1.0 | 4.8 | 0.1 | 2.1 | 1.7 | 7.4 | 2.0 | 0.3
O=C(O)c1ccc2c(c1)C(=O)N(c1cc(C(=O)O)ccc1Br)C2=O
  -2.5 | 0.7 | 6.3 | 1.0 | -1.3 | 14.8 | -0.1 | -2.0 | -2.6
CCCC(O)(CCN1CCCCC1)c1ccc(OCC)cc1 (stereo not given)
  -9.3 | 0.8 | 16.0 | 0.7 | -16.0 | 0.1 | -10.3 | -1.6 | -11.7
COc1cccc(-n2c(=O)n(Cc3ccccc3)c(=O)c3[nH]cnc32)c1
  -9.8 | 0.1 | -9.2 | -1.5 | 3.5 | 0.9 | -2.2 | -6.4 | -3.6
CCn1c(NCc2ccc(N(C)C)cc2)nc2ccccc21
  -10.8 | 1.0 | 9.9 | 1.0 | -1.3 | 9.3 | -6.9 | -2.9 | -1.4
CC(=O)N/C(=C/c1ccc2c(c1)OCO2)C(=O)NC(Cc1ccccc1)C(=O)O (stereo not given)
  -17.4 | 0.1 | -7.6 | -1.9 | 6.4 | 2.5 | -42.2 | -13.6 | -2.8
CC1CCN(S(=O)(=O)c2ccc3[nH]c(=O)ccc3c2)CC1
  -6.7 | 0.9 | -7.7 | 0.8 | 1.1 | 3.9 | -3.8 | -7.7 | 0.3
CC(C)NC(=O)c1onc(CSc2ccc(F)c(F)c2)c1C(=O)NC(C)C
  -15.6 | -0.7 | -10.1 | -2.8 | 1.7 | 6.2 | -8.5 | -9.0 | -5.1
CC(OC(=O)Cn1[nH]c(=O)c2ccccc2c1=O)C(=O)Nc1ccc(F)cc1 (stereo not given)
  -1.2 | -0.1 | -8.1 | 1.3 | 4.3 | 2.6 | -11.0 | 0.5 | -1.6
O=C1CC(=O)N2N=C(c3ccc([N+](=O)[O-])cc3)SC2=N1
  -1.3 | 0.6 | -9.9 | 0.2 | 12.2 | -1.4 | -10.0 | -6.2 | -7.6
CC(/C=N/NC(=S)Nc1cccc(S(=O)(=O)N(C)C)c1)c1ccccc1 (stereo not given)
  -3.6 | -0.2 | -4.0 | -0.1 | -0.1 | 0.4 | 4.3 | -4.8 | -8.7
O=C(NCCC1=CCCCC1)c1cnccn1
  -5.0 | 0.5 | -16.1 | -1.4 | 1.8 | 30.3 | -9.5 | -0.5 | -2.8
Cc1ccc(NC2CCCN(C(=O)c3ccc(-n4ccnc4)cc3)C2)cc1C (stereo not given)
  -21.2 | -0.4 | -1.6 | -0.5 | 2.2 | 0.9 | -27.8 | -6.8 | -4.8
O=C(c1ccco1)N1CCN(Cc2ccc(Cl)cc2)CC1
  -17.8 | 1.2 | -6.0 | 2.2 | -4.0 | 0.2 | 5.0 | 2.8 | -4.6
CCCCNC(=O)C1(C)CCN1C(=O)c1cccc2c1OCCO2 (stereo not given)
  . | . | -6.0 | . | 0.2 | 1.4 | -2.9 | . | -3.2
COc1ccc2cc(C[C@@H]3CC[C@@H](CNC(N)=O)O3)ccc2c1
  -5.1 | . | -14.7 | . | 6.3 | 1.8 | -11.5 | . | 1.8
CCCn1c(=O)c(C(=O)NNS(=O)(=O)c2ccc(C)cc2)c(O)c2ccccc21
  -21.7 | -0.8 | -9.2 | -2.2 | 1.5 | -2.9 | -12.6 | -8.7 | -4.6
CC(C)[C@H](NC(=O)C1CC(=O)N(c2ccc3c(c2)OCCO3)C1)C(=O)NC1CCCC1 (stereo not given in full)
  -17.1 | -0.8 | 11.2 | -1.7 | -1.3 | -0.5 | -1.4 | -15.9 | -1.9
COc1ccc(Cl)cc1NC(=O)CN(C)CC(=O)N(CC(C)C)c1c(N)n(CC(C)C)c(=O)[nH]c1=O
  -10.9 | 1.5 | -15.6 | 1.1 | 16.9 | -0.2 | -7.3 | 4.1 | -0.9
